CIT2 TOR yeast: yeast TOR pathway CIT2-GFP modulation; actives 0.065% (n = 320,000); S. cerevisiae CIT2-GFP strain, flow cytometry, 3 h; 100 means same as DMSO wells; GFP response vs DMSO, % at 10 µM; AID 2029;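 active = GFP response relative to DMSO above a set limit, near the screen mean plus 3 SD, cut at about 150% in these data; inconclusive = Fewer than 70 cells measured for a yeast strain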;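 note: ratio of well median GFP fluorescence to mean of DMSO wells on the plate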
VLA-4 inh: inhibition in a human VLA-4 binding assay. inhibition, % (about 7 µM as worked out from the volumes in the protocol). VLA-4 expressing cells, ligand binding flow cytometry. actives 0.2% (n = 330,000). AID 2557; in the data active = inhibition above about 50%
Target sequence (P13612 whole entry, looked up): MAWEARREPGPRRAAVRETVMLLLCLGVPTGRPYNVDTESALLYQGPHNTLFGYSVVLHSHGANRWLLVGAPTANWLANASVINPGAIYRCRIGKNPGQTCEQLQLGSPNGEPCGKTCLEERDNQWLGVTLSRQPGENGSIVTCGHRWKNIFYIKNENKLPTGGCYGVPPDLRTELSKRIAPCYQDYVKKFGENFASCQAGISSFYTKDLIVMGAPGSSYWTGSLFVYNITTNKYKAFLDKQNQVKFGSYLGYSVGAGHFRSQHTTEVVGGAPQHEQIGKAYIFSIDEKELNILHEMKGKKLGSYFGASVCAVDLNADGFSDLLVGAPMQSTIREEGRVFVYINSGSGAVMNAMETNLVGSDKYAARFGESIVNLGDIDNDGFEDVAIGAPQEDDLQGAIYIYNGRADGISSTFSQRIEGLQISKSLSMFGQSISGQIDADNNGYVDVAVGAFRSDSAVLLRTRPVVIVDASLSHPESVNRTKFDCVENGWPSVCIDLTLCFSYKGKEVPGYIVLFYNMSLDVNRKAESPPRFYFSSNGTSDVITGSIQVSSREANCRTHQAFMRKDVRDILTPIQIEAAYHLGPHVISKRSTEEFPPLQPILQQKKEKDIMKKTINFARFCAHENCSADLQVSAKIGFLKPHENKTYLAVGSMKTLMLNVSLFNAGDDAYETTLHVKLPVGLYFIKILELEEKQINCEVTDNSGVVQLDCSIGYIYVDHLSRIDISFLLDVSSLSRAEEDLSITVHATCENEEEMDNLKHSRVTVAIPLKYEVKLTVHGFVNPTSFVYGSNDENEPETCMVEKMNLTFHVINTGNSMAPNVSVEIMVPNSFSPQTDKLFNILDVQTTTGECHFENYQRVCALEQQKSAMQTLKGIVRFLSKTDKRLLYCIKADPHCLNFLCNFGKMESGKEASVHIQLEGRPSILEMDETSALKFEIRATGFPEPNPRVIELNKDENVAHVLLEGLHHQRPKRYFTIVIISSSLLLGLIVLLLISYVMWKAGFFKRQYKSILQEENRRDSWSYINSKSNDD
MEP2-GFP yeast: yeast TOR pathway MEP2-GFP modulation; S. cerevisiae MEP2-GFP strain, flow cytometry GFP, 3 h; 100% = DMSO control level; GFP response vs DMSO, % at 10 µM; actives 0.51% (n = 330,000); AID 2016;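 active = GFP response versus DMSO above a set limit, roughly screen mean plus 3 SD, cut at about 180% in these data; inconclusive = fewer than 70 cells counted for a yeast strain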;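 note: median GFP fluorescence of the barcode-gated MEP2-GFP cells per well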
LAP4-GFP MLPCN: yeast TOR pathway LAP4-GFP modulation. AID 2023. GFP response vs DMSO, % at 10 µM. actives 0.34% (n = 320,000). S. cerevisiae LAP4-GFP multiplex, flow cytometry GFP, 3 h; median GFP as percent of DMSO wells;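 active = GFP response vs DMSO above a set limit, about the screen mean plus 3 SD, cut at about 150% in these data; inconclusive = under 70 cell events counted for the yeast strain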
CR mimetic SO: yeast age-related superoxide inhibition as caloric restriction mimetic | S. cerevisiae aged cells, superoxide DHE fluorescence; active compounds read low | superoxide response (% of plate mean), % at 10 µM | actives 0.18% (n = 330,000) | AID 2690;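 active = superoxide response under a set limit, about three screen SD below normal, cut at about 65% in these data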;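 note: yeast aged for seven days with compound at 30 °C before DHE staining; 100% = average MFI of all compound-treated wells on the plate with controls excluded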
GRK2 inh: blocks RNA aptamer binding to human GRK2; P25098; bead flow cytometry, FAM-aptamer displacement from GRK2; inhibition of aptamer binding, % at 10 µM; actives 0.59% (n = 330,000); AID 488847;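 active = inhibition of aptamer binding above 40%, roughly 3 SD of noise, on plates passing a quality check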;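 note: median bead fluorescence of bound FAM aptamer so fluorescent compounds give negative values; no value below 0 was filed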
AGP1 TOR yeast: yeast TOR pathway AGP1-GFP modulation. GFP response vs DMSO, % at 10 µM. actives 0.02% (n = 320,000). S. cerevisiae AGP1-GFP multiplex flow cytometry, 3 h; GFP as percent of DMSO wells;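 active = GFP response relative to DMSO above a set limit, near screen average plus 3 SD, cut at about 150% in these data; inconclusive = fewer than 70 cells counted for the yeast strain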;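 note: median GFP channel fluorescence of the gated AGP1 strain per well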
RPL19A TOR yeast: yeast TOR pathway RPL19A-GFP modulation; percent response vs DMSO, % at 10 µM; AID 2025; S. cerevisiae RPL19A-GFP strain, flow cytometry, 3 h; active compounds read low; actives 0.3% (n = 330,000);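 active = percent response vs DMSO below 50%; inconclusive = fewer than 70 events counted for the yeast strain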;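 note: median channel GFP fluorescence of the barcoded RPL19A-GFP strain; ratio of sample median GFP to plate DMSO average so 100% = DMSO; lower means less RPL19A-GFP as with rapamycin TOR inhibition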
Numbers without * were called inactive; ? = inconclusive; · = no result given; [ ] = another dose, or the depositor's remark.

SMILES	CIT2 TOR yeast	VLA-4 inh	MEP2-GFP yeast	LAP4-GFP MLPCN	CR mimetic SO	GRK2 inh	AGP1 TOR yeast	RPL19A TOR yeast
COc1ccc(-c2nn(-c3ccccc3)cc2/C=N/NC(=O)c2ccc3c(c2)OCO3)cc1	101	-7	88	94	120	0	96	98
CCOc1ccc(OCCCC(=O)ON=C(N)c2ccccc2Cl)cc1	91	19	96	90	97	0	92	98
CC(=O)Nc1ccc(S(=O)(=O)NC2CC(=O)N(c3ccc(C)cc3)C2)cc1 (stereo not drawn)	73	11	89	92	109	0	95	90
CCC/C=N/Nc1nnc(Cc2ccc(OC)c(OC)c2)c(=O)[nH]1	98	5	94	·	87	1	97	85
C[C@H](NC(=O)[C@@H]1Cc2ccccc2CN1)C(=O)Nc1ccc2c(c1)OCCO2	98	12	105	97	97	1	102	101
NC(=O)NC(Cc1ccccc1)C(=O)NCCCSc1ccccc1 (stereo not drawn)	94	1	89	99	92	0	92	91
Nc1c(C(=O)CSc2nc3ccccc3o2)c(=O)[nH]c(=O)n1C1CC1	88	8	98	107	89	0	99	96
O=C(Nc1ccccn1)c1ccc2ccccc2c1O	90	1	92	99	111	3	94	106
CC1=C(C(=O)OCc2ccc3c(c2)OCO3)C(c2cccc([N+](=O)[O-])c2)NC(=O)N1 (stereo not drawn)	101	0	110	105	97	0	99	121
COc1cc(/C=N/N(C)C)ccc1OC(=O)c1ccco1	90	1	91	68	122	0	88	100
O=C(CCNC(=O)Cn1cnc2ccccc2c1=O)NCC1CCCO1 (stereo not drawn)	105	33	115	106	99	1	124	117
COc1ccccc1N(O)C1CC(=O)N(c2ccc(Br)cc2)C1=O (stereo not drawn)	102	-9	123	109	91	1	97	98
CCc1ccccc1-n1c(SCC(=O)N2CCCC2)nnc1-c1ccccn1	101	-13	111	100	101	0	103	103
Nc1ccc(CCC(=O)N2CCCC2)cc1	102	7	106	96	103	0	104	104
COc1ccccc1N1CCN(C2CC(=O)N(c3cccc(Br)c3)C2=O)CC1 (stereo not drawn)	103	1	107	95	91	0	99	103
COc1cc(CNC(=O)CCCCCCC(C)C)ccc1O	109	20	154	158*	105	0	123	87
CCOC(=O)CNC(=O)C(Cc1ccccc1)NS(=O)(=O)c1ccc2c(c1)CCC(=O)N2 (stereo not drawn)	111	3	102	103	90	2	108	·
Cc1ccc(NC(=O)COC(=O)c2ccc(S(=O)(=O)N3CCCCC3)cc2)cc1	107	41	114	108	81	0	109	105
COCCn1cnc2cc(C)c(C)cc21	95	26	102	96	107	2	98	102
CCCSc1ccc(C(=O)Nc2ccc(Cl)cc2)cn1	93	0	98	99	96	1	95	94
Cc1noc(C)c1NC(=O)Nc1cccc2c1O[C@H](CN(C)C(=O)Nc1ccc3c(c1)OCO3)[C@@H](C)CN([C@H](C)CO)C2=O	98	-15	96	96	109	0	101	95
c1cncc(-c2nc3ccccc3o2)c1	110	-34	107	102	114	1	104	102
O=C(NC1CCCC1)C(c1ccncc1)N(Cc1ccccc1)C(=O)Cc1cccs1 (stereo not drawn)	95	1	104	97	80	1	100	100
COc1cccc(NC(=O)COC(=O)c2c(F)cccc2Cl)c1	103	-2	105	100	97	1	99	101
Cc1ccc(N2C(=O)C3CCCN3C2=S)c(C)c1 (stereo not drawn)	92	9	92	96	81	2	94	94
O=C(CN(C(=O)CCC(=O)Nc1ccccn1)c1ccc2c(c1)OCO2)NCc1ccc(F)cc1	100	4	103	92	86	0	103	105
COc1ccc(OCC(=O)Nc2ccc(N3CCOCC3)c(Cl)c2)cc1	105	-16	100	104	88	0	98	98
N#C/C(=N\Nc1ccc(F)cc1)C(=N)N1CCCCC1	102	10	102	99	110	2	101	99
COc1ccc(NC(=S)NNc2ccc(C(=O)O)cc2)cc1	92	7	110	109	101	1	100	110
O=C(C1CCN(S(=O)(=O)c2cccc3cccnc23)CC1)N1CCN(C2CCCC2)CC1	105	0	102	89	95	0	101	99
CCCCn1c(N)c(N(CCC(C)C)C(=O)c2cccc(-n3cnnn3)c2)c(=O)[nH]c1=O	105	-1	104	112	102	2	115	103
O=C(Cc1ccc([N+](=O)[O-])cc1)N1CCN=C1SCc1ccccc1	95	9	100	102	98	2	97	98
Cc1onc(-c2c(Cl)cccc2Cl)c1C(=O)NCCCN1CCOCC1	94	34	102	105	89	0	102	98
COc1ccc(C(=O)COC(=O)c2cc(C)no2)c(OC)c1	88	1	100	101	105	11	94	96
CCn1c(/C=C/c2c[nH]c3ccccc23)nc2ccccc2c1=O	?	2	98[may fluoresce violet]	120[may fluoresce violet]	99	0	22[may fluoresce violet]	61[may fluoresce violet]
Cc1c(C(=O)OCC(=O)N(C)Cc2ccccc2)oc2ccccc12	87	1	96	98	105	0	93	93
CC(C)COc1ccc(C(=O)Nc2ncn[nH]2)cc1	96	18	110	92	96	0	96	103
COc1ccc(C(=O)CSc2n[nH]c(=O)[nH]c2=O)cc1	97	7	106	93	86	0	100	101
CCCNC(=O)CCc1c(C)nc2nc(C)nn2c1C	91	2	98	101	87	0	99	101
COc1ccc(C)cc1NC(=O)c1ccc2c(c1)C(=O)N(Cc1ccncc1)C2=O	105	-8	124	109	146	79*	108	102
CCN(c1ccccc1)S(=O)(=O)c1ccc(N2CCN(c3ccccc3O)CC2)nc1	92	-2	108	122	73	3	105	102
Cc1ccc(S(=O)(=O)N(C)C)cc1NC(=O)COC(=O)COc1ccccc1[N+](=O)[O-]	98	26	103	93	116	8	101	105
CC(C)(C)NC(=S)NCC1CC1	92	11	96	111	84	0	100	98
CCn1c(=N)c(C(=O)NCCCOC)cc2c(=O)n3cccc(C)c3nc21	?	-8	?	?	109	3	?	?
CCOC(=O)c1c(C)[nH]c(C(=O)COC(=O)COc2ccccc2C)c1C	98	0	101	88	100	2	101	104
O=C(NC1CCCCCC1)c1ccc(Br)o1	101	-1	105	91	95	0	99	104
COc1ccc2c(c1)C(=O)CCC2c1ccccc1 (stereo not drawn)	100	12	107	90	106	3	98	101
Cc1ccccc1NS(=O)(=O)c1ccc2c(c1)oc(=O)n2C	99	5	108	93	108	4	92	99
COc1ccccc1CNC1CCCc2ccccc21 (stereo not drawn)	109	2	111	103	99	0	105	108
Cc1ccc(OCC(=O)Nc2nc(-c3ccccn3)cs2)c(C)c1	98	-4	105	143	109	0	91	105
CCCCCNC(=O)c1ccccc1SC	?	0	?	?	86	0	?	?
C/C(=N/NC(=O)c1ccco1)c1cccc(NC(=O)c2ccc(C)s2)c1	93	19	96	93	104	9	87	100
O=C1C(NS(=O)(=O)c2cccs2)=C(N2CCN(c3cccc(Cl)c3)CC2)C(=O)c2ccccc21	104	12	96	100	132	0	103	96
O=C(c1cc(COc2ccc(F)cc2F)on1)N1CC2C[C@@H]3CC1C[C@H](C2)C3	101	7	96	98	99	3	100	99
COc1ccccc1NC(=O)Cn1c2ccc(F)cc2c2nc3n(c(=O)c21)CCS3	109	3	112	97	99	3	109	111
O=C(CCSc1ccc(F)cc1)NNC(=O)c1ccc([N+](=O)[O-])cc1	101	20	101	90	152	0	104	98
CCN1CCN(CCCN(Cc2ccco2)C(=S)Nc2cccc(Cl)c2C)CC1	99	1	104	99	105	1	92	95
CCOC(=O)c1c(C)[nH]c(C)c1C(=O)COC(=O)[C@@H](NC(=O)c1ccccc1OCC)C(C)C	99	-1	107	96	100	3	98	99
N#Cc1nc(Cc2cccc3ccccc23)oc1N1CCN(c2ccccc2)CC1	98	3	103	109	82	2	103	98
O=C(Nc1cccnc1)c1ccc(Cl)c(S(=O)(=O)N2CCOCC2)c1	98	-1	102	89	101	0	99	105

Additional results.
SMILES	CIT2 TOR yeast	VLA-4 inh	MEP2-GFP yeast	LAP4-GFP MLPCN	CR mimetic SO	GRK2 inh	AGP1 TOR yeast	RPL19A TOR yeast
CCCCc1cc(=O)oc2cc(OC(C)C(=O)NCCN3CCOCC3)c(Cl)cc12 (stereo not drawn)	97	-1	102	89	106	1	95	97
CCOc1cccc(/C=C2/NC(=O)N(CC(=O)Nc3cccc(C)c3)C2=O)c1O	103	2	110	107	108	0	103	96
O=C(Nc1ccc2c(c1)OCO2)N1CCN(c2cccc(C(F)(F)F)c2)CC1	93	2	101	106	89	0	94	97
Cc1ccc(C)c(N(Cc2cc3ccc(C)cc3[nH]c2=O)C(=O)c2ccco2)c1	93	0	102	109	102	2	103	100
COc1cccc(NC(=O)Nc2nc(SC)ns2)c1	102	2	91	86	101	0	102	103
CCN(CC)CCNC(=O)c1cc(-c2cccnc2)nc2ccc(S(=O)(=O)N3CCC(C)CC3)cc12	99	12	102	108	124	35	103	101
CC1CCc2c(sc3ncn(N)c(=N)c23)C1 (stereo not drawn)	105	2	104	108	103	2	105	100
